Furin inhibitor: blocks human furin protease activity | inhibition, % at 30 µM | 220,000 tested, 0.061% active | P09958 | AID 463115 | purified furin, fluorogenic substrate cleavage; in the data active means inhibition above about 25%; further: inactives centre near -15
thrombin 1536: thrombin (human) inhibition | P00734 | alpha-thrombin, Boc-VPR-AMC fluorogenic substrate cleavage | inhibition, % at 5 µM | 220,000 tested, 0.26% active | AID 1046;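 active means inhibition at or above 40%; inactive means inhibition below 40%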;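 further: 0% = enzyme with no compound and 100% = wells without enzyme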
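System: Human alpha-thrombin protein | Medium: pH 7.5 Tris (50 mM) with NaCl 150 mM, Tween 20 0.05% | Times: Enzyme reaction carried out at room temperature | Detection: AMC fluorescence, 355/460 nm | Evaluation: Percent inhibition scaled between no-compound controls and no-enzyme blanks | Benchmarks: Enzyme without compound as high, wells lacking enzyme as low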
Calpain2 inh: blocks pig calpain II enzyme activity. purified calpain II, fluorogenic peptide substrate, 30 min. 220,000 tested, 0.37% active. inhibition, % at 16 µM. AID 1236;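 active means inhibition above about 50%, limit read from the data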
FXIa inh: blocks human coagulation factor XIa protease activity; P03951; inhibition, % at 5 µM; purified FXIa, Boc-Glu-Ala-Arg-AMC fluorogenic substrate; AID 798; 220,000 tested, 0.14% active;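 active means inhibition of at least 40%; inactive means inhibition below 40%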;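 further: fluorescence of freed AMC excited at 355 nm; 0% = enzyme without compound and 100% = no enzyme blank; many of its hits are not listed in these tables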
Rad51 HR inh: blocks human Rad51 in homologous recombination | hRad51 DNA strand exchange, fluorescence dequenching | inhibition, % at 10 µM | 200,000 tested, 0.085% active | AID 1385;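 active means inhibition above 40% at the single screening dose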;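 further: 0% = DMSO control wells and 100% = blanks with heterologous ssDNA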
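Material: human Rad51–ssDNA filaments; Probe or stimulus: labelled 47-mer dsDNA for strand exchange; Doses: single 10 µM dose; Incubation: 37 °C 15-min filament assembly, 30-min compound preincubation, 15-min exchange; Technique: FRET fluorescence dequenching, excitation 485 nm, emission 520 nm; Measure: Fluorescence-based percent inhibition, control- and blank-normalised; Benchmarks: plate control and blank wells.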
PERK inhibitor: inhibitors of human PERK kinase. Q9NZJ5. 220,000 tested, 0.17% active. AID 1416. inhibition, % at 5.6 µM. CHO PERK-DD fusion, SEAP luminescence translation reporter;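 active means inhibition above the mean inhibition of all tested compounds plus 3 SD, set separately per screening campaign, cut at about 2.9% in these data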;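 further: PERK kinase domain activated by AP20187 dimerizer at 100 nM; 0% = DMSO with dimerizer and 100% = rapamycin at 8.4 µM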
FXIIa inh: factor XIIa (human) inhibition; purified FXIIa, Boc-QGR-AMC fluorogenic substrate, 2 h; P00748; inhibition, % at 5 µM; 220,000 tested, 0.3% active; in the data active means inhibition above about 40%;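 further: 0% = enzyme with no compound and 100% = blank without enzyme; many of its hits are not listed in these tables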
Cl transport mod: KCC2 (human) Cl- transport modulation | Q9H2X9 | KCC2 cells, thallium flux FluoZin-2 fluorescence | B-score of Tl+ flux slope (higher = more flux/activation; lower = inhibition) at 10 µM | 190,000 tested, 2.2% active | AID 1456;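 active means thallium flux slope and its plate-corrected score both differing from the plate sample mean at a set confidence after two filtering rounds, in either direction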;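 further: slope of fluorescence scaled to starting intensity during 10 to 20 s after thallium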
Target sequence (Q9H2X9 whole entry, looked up): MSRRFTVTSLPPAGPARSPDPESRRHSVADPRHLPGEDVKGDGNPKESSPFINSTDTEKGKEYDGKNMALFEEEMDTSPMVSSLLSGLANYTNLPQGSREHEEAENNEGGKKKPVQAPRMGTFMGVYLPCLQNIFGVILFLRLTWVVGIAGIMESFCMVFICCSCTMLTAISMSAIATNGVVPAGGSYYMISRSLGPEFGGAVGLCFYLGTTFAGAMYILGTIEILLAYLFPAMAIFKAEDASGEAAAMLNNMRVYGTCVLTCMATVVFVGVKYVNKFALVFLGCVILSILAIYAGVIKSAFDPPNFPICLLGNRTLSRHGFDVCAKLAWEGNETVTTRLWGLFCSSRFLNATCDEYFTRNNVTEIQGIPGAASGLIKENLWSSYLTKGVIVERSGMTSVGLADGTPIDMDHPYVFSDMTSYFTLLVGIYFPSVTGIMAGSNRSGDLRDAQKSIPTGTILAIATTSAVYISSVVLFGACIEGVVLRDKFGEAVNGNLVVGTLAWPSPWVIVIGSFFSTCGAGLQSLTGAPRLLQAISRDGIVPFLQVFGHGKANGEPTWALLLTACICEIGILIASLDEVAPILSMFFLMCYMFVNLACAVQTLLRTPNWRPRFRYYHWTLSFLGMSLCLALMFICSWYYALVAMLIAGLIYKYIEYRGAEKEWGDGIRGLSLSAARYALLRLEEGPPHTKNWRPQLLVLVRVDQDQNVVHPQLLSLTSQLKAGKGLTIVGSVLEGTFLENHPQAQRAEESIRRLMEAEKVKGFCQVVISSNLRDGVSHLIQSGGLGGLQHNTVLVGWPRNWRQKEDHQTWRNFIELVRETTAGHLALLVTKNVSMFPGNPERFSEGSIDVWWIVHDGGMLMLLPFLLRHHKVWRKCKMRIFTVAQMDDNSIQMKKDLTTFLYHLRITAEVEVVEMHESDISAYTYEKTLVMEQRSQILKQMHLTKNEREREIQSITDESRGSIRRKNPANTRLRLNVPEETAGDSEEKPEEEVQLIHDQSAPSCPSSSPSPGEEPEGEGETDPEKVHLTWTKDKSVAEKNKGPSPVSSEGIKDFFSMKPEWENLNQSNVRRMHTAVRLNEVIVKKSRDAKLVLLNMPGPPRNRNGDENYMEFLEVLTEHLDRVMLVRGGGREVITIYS
KLK5 inh: blocks human kallikrein 5 protease activity; Q9Y337; recombinant hK5, fluorogenic AMC substrate cleavage; inhibition, % at 5 µM; 210,000 tested, 0.59% active; AID 873;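 active means inhibition of 40% or more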;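 further: 0% = enzyme controls without compound and 100% = no-enzyme blanks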
Active calls of the source: *; / = not tested or not shown; [ ] = dose if it differs, or a comment.

Results follow in this order: Furin inhibitor	thrombin 1536	Calpain2 inh	FXIa inh	Rad51 HR inh	PERK inhibitor	FXIIa inh	Cl transport mod	KLK5 inh
O=[N+]([O-])c1ccc(COc2ccc(-c3[nH]ncc3-c3ccc(Cl)cc3)c(O)c2)cc1
    -17	-3	11	22	1	0.5	21	0.25	10
Cc1ccc(OCCCCN2CCCCC2)c(Br)c1
    -27	-3	5	6	/	-0.7	12	0.027	-11
CCCN1CCN(C(=O)CCCn2c(C)c3cnn(-c4ccccc4)c(=O)c3c2C)CC1
    -18	2	-1	2	7	/	16	-1.3	-8
COc1cc(/C=N/Nc2ccc(Cl)c(C(=O)O)c2)ccc1OCC(=O)N1C(C)CCCC1C (stereo not drawn)
    -21	-9	-118	-2	4	-0.1	7	-0.65	-3
FC(F)(F)c1cccc(N2CCN(CC3CC=CCC3)CC2)c1 (stereo not drawn)
    -15[20 µM]	-3	17	-4	/	0.7	6	-0.34	3
Cn1nnc(NC(=S)NC(=O)c2ccccc2)n1
    -10	-11	-19	-4	/	0.0	-1	0.46	-6
CC(C)(C)c1nc[nH]c(=O)c1Br
    -23	4	-4	10	/	1.1	14	0.98	0
O=C(C1=C(O)C(=O)N(Cc2ccco2)C1c1ccccc1F)c1cccs1 (stereo not drawn)
    -4	-7	-9	-4	-7	0.5	5	-1.2	0
COCCNC(=S)NC(=O)c1ccc(C(C)(C)C)cc1
    -19	1	-10	-1	-3	1.1	13	8.4*	3
CCOC(=O)c1sc(=S)n(C)c1NC(=O)c1ccc(F)cc1
    -15	-7	-3	-1	/	-0.2	1	0.16	-35
COc1ccc(Nc2nnc(SCC(=O)Nc3cc(C)on3)s2)cc1
    3[20 µM]	0	5	-2	-7	0.1	5	-0.51	-6
Cc1ccc(/C([O-])=C(/C(=S)Nc2ccc(SC(F)F)cc2)[n+]2ccccc2)cc1[N+](=O)[O-]
    -8	-5	-5	-3	0	-1.5	4	0.022	-1
O=C(N/N=C/C=C\c1ccco1)c1cccnc1
    -14[20 µM]	-16	7	3	-1	0.5	-2	0.053	5
Cc1cc(C(=O)Nn2c(C3CCCCC3)nc3ccccc3c2=O)ccc1[N+](=O)[O-]
    -13	2	-17	24	-11	1.3	30	0.042	-11
Cc1ccc(CN(Cc2cccnc2)C(=S)Nc2cc(Cl)ccc2C)cc1
    -16	-3	-3	10	0	0.0	7	-0.68	-4
Cc1c(NC(=O)OCCNC(=O)COc2ccc(Cl)cc2Cl)sc(=S)n1C
    -16	-3	-1	7	-3	0.8	1	-2.4	-6
COC(=O)c1sccc1NC(=O)C1CC2CCC1C2 (stereo not drawn)
    -23[20 µM]	-8	10	-6	-5	-0.2	-10	0.043	6
Cc1ccc2oc(=O)c(/C=C(\O)c3sc(C)nc3C)nc2c1
    -22	-3	19	0	-55	0.1	1	-0.097	-11
CC(Sc1nc2cc([N+](=O)[O-])ccc2n1-c1ccc(F)cc1)C(=O)NCc1ccc2c(c1)OCO2 (stereo not drawn)
    10	-10	-40	-2	7	-0.2	5	10*	6
Cc1c(Cc2ccccc2)c(=O)oc2cc(OCC(=O)c3ccccc3)ccc12
    -26	-10	-41	5	8	0.4	8	-0.17	-4
N#CCc1ccc(NC(=O)Nc2cccc(Cl)c2)cc1
    -14[20 µM]	-3	20	-6	-8	0.3	10	1.4	-9
COC(=O)c1ccc2c(=O)n(CCCCCC(=O)O)c(=S)[nH]c2c1
    -19	0	-15	3	/	0.3	13	1.5	-8
COc1ccccc1Cn1c(C)nnc1-c1cnn(C)c1N
    -12	-1	1	-1	-12	0.9	4	-0.13	-3
CCOC(=O)c1sc(=S)n(Cc2ccccc2)c1N
    15	8	14	9	-2	0.1	23	0.068	-8
CCN1CCN(C(=S)NCc2ccc(C)cc2)CC1
    -13	-5	10	5	-1	1.0	2	0.39	-7
Cc1ccc(-c2n[nH]c3c2C(c2cccc(O)c2)N(c2ccc(C(=O)O)cc2)C3=O)cc1 (stereo not drawn)
    -17	2	-8	1	-18	2.6	6	0.12	4
CC(NC(=S)NCCc1ccccc1)C(c1cccs1)N1CCN(C)CC1 (stereo not drawn)
    -17	4	-1	19	7	0.0	22	-1.2	-11
COC(=O)c1ccccc1NC(=O)CSc1ccc(C)cc1
    -15[20 µM]	2	8	10	0	0.1	16	-4.3*	-4
CCOCCCn1c(SCC(=O)/C(C#N)=C(\C)N)nc2ccccc2c1=O
    -17	-5	13	6	-8	0.0	-3	0.36	4
CCOc1ccccc1N1CCN(CC(=O)NC(=O)NCc2ccco2)CC1
    -7	27	22	-1	-3	-0.7	8	0.086	4
COc1ccccc1NC(=O)CSc1nc(N)c(-c2ccccc2)c(=O)[nH]1
    -29	-5	-26	-2	11	1.5	3	-0.032	/
CCC(C)(C)NC(=O)Cc1ccc(F)cc1
    -19	1	0	1	-3	0.3	/	-0.86	0
COCCNC(=O)c1cc(OC)c(OC)cc1[N+](=O)[O-]
    -23	-1	-25	-2	8	1.4	4	-1.2	-7
COc1ccc(-c2noc(Cc3cccs3)n2)cc1
    4	3	20	1	-3	0.7	11	-1.4	3
O=C(N/N=C/c1ccc(-c2cccc(C(F)(F)F)c2)o1)c1ccccc1O
    1	1	21	10	4	0.6	15	4.8*	0
Cc1ccc(S(=O)(=O)NCC(=O)NCC(=O)OCC(=O)N2CC(=O)Nc3ccccc32)cc1C
    -24	2	6	-3	6	1.9	8	1.2	-8
CCOC(=O)CN1CC23C=CC(O2)C(C(=O)NCc2ccc(F)cc2)C3C1=O (stereo not drawn)
    -21	-5	8	-1	-4	2.3	7	0.59	-8
CCCCN(CCCC)S(=O)(=O)c1ccc(NC(=O)Cc2cccs2)cc1
    -20[20 µM]	1	20	-10	-8	-0.3	14	/	-1
COc1ccc(CC(=O)Nc2ccccc2Oc2ccccc2)cc1
    -24	-8	27	-5	4	0.8	1	-0.0072	-3
COc1cc(C2NC(=S)NC(C)=C2C(=O)OC(C)C)ccc1OC(C)C (stereo not drawn)
    -17[20 µM]	-1	-5	7	-3	-0.5	11	0.16	-5
Cc1[nH]c2ccccc2c1CCN(Cc1cccs1)C(=S)NC(C)(C)C
    -21	-1	31	0	1	0.1	11	0.79	-7
COc1ccc(NC(=O)C2CSC(C)(C)N2C=O)cc1 (stereo not drawn)
    -34	9	-20	-2	7	0.5	6	-0.23	-15
CCCCC(=O)Nc1ccc(C(=O)Nc2ccc(S(=O)(=O)Nc3ccc(C)cc3)cc2)cc1
    -3	-12	3	0	4	0.0	5	0.29	-10
COc1ccccc1C(=O)NNC(=O)C(=O)NCc1ccccc1
    -11	-1	10	0	/	-0.4	7	23*	4
Cc1ccc(CN2C3=NCCN3c3ccccc32)cc1
    -17	-2	-17	-1	15	0.0	-2	-0.013	-8
CCOC(=O)N1CCN(C(=O)c2ccccc2NC(C)=O)CC1
    -18	9	-30	-6	-7	0.7	2	0.6	-2
COc1ccc(Cl)cc1NC(=S)NNC(=O)CC(C)C
    -13	4	-1	-4	8	1.6	-4	-0.0055	-28
Cc1ccc(S(=O)(=O)N2CCC(=O)N(C(COCc3ccccc3)Cc3ccccc3)CC2)cc1 (stereo not drawn)
    -4	4	40	8	1	-0.8	23	-5.9*	11
CCC(C)NC(=O)c1cnn2c1NC(c1cccs1)CC2C(F)(F)F (stereo not drawn)
    -20[20 µM]	-3	9	-8	8	-0.6	6	-0.0071	4
Cc1ccc(Sc2ccc(N)cn2)cc1
    -28	3	-18	12	4	1.9	10	-0.42	5

(cont.)
Results follow in this order: Furin inhibitor	thrombin 1536	Calpain2 inh	FXIa inh	Rad51 HR inh	PERK inhibitor	FXIIa inh	Cl transport mod	KLK5 inh
Cc1ccc(S(=O)(=O)/N=C(/c2ccc(F)cc2)N2CCCCC2)cc1
    -4	-13	19	-1	1	0.0	2	-0.39	12
CC(SC(=S)N1CCCC1)C(=O)O (stereo not drawn)
    -35	-11	-30	-1	17	0.8	9	0.055	7
O=C(NCc1cccnc1)c1cccc(Cl)c1
    -21	-1	-18	1	/	1.4	12	/	-21
O=C(O)C(Cc1c[nH]c2ccccc12)N1Cc2ccccc2C1=O (stereo not drawn)
    -23	2	-12	-2	/	0.7	4	/	5
COc1ccc(OC)c(C(=O)CN2C(=O)NC(C)(c3ccccc3)C2=O)c1 (stereo not drawn)
    -14	4	-15	-2	-1	0.5	10	-0.54	-8
O=C(O)CCCCCCCCCCP(=O)(c1ccccc1)c1ccccc1
    -13	2	-15	3	-1	0.9	10	0.23	3
O=c1cc(/N=C/c2coc3cc(Br)ccc3c2=O)[nH]c(=S)[nH]1
    -18	1	32	5	15	-0.9	10	9.5*	-5
Clc1cccc(-c2cc3nc4c(c(N5CCN(c6cnccn6)CC5)n3n2)CCCC4)c1
    -18[20 µM]	-6	-11	19	-6	-0.6	27	-0.43	5
c1cc(CNCCCN2CCOCC2)ccn1
    -20[20 µM]	-1	-16	-12	-1	0.7	-6	0.64	-9
COc1ccc(CNc2nc3c(c(=O)[nH]c(=O)n3C)n2Cc2ccccc2C)cc1
    -15	1	3	3	-2	-0.1	11	/	-4
CC(C)(C)C1CCC(=NNC(=O)c2ccccc2-n2cccc2)CC1 (stereo not drawn)
    -21	-8	-9	4	-4	1.0	16	0.65	-9
CCn1nc(C(=O)N2CCN(Cc3ccc4c(c3)OCO4)CC2)c2ccccc2c1=O
    -23	6	-17	4	-6	-0.4	19	-0.17	-18
Cc1ccccc1NC(=S)NC1CCN(Cc2ccccc2)CC1
    -21	0	3	26	/	-0.9	25	-1.1	-15
CS/C(=C/[N+](=O)[O-])Nc1cccc2c1C(C)CC2(C)C (stereo not drawn)
    6	-5	6	-4	6	0.0	1	-5.1*	-3
Cc1ccnc(N2CCC(C(=O)Nc3nnc(C)s3)CC2)n1
    -8	-3	-42	3	-9	-0.9	11	/	9
CC(C)C(=O)N1CCN(c2ccccc2NC(=O)COc2ccccc2)CC1
    -27	5	21	-5	11	-1.2	5	-0.46	7
CSc1cccc(NC(C)C(=O)NCc2ccccc2)c1 (stereo not drawn)
    -31	-10	13	-3	14	-0.1	10	-0.45	-3
Cn1c(COc2ccc3ccccc3c2)nnc1SCC(N)=O
    -4	-5	-3	-8	-7	-0.2	-6	-0.84	-1
Cc1c(-c2ccc(Br)cc2)[n+](=O)c2c(n1[O-])CCCC2
    -13	4	22	-3	5	1.4	-5	0.14	-18
CCN(CC)CCCNC(=O)Cn1nc(-c2ccccc2)ccc1=O
    -17[20 µM]	1	-5	1	-9	1.4	10	0.48	-14
O=C(NN1CCCCC1)c1ccc(COc2ccc(Cl)cc2)cc1
    -22	1	-26	10	-20	2.3	3	0.35	-7

A second format for three compounds above:
structure	Furin inhibitor	thrombin 1536	Calpain2 inh	FXIa inh	Rad51 HR inh	PERK inhibitor	FXIIa inh	Cl transport mod	KLK5 inh
Cc1c(-c2ccc(Br)cc2)[n+](=O)c2c(n1[O-])CCCC2	-13	4	22	-3	5	1.4	-5	0.14	-18
Cc1ccnc(N2CCC(C(=O)Nc3nnc(C)s3)CC2)n1	-8	-3	-42	3	-9	-0.9	11	/	9
CC(C)(C)C1CCC(=NNC(=O)c2ccccc2-n2cccc2)CC1 (stereo not drawn)	-21	-8	-9	4	-4	1.0	16	0.65	-9

Not all compounds are listed. The share of hits here may be higher or lower than overall.
